XiGFP reactiv: X-chromosome reactivation activator | XiGFP mouse fibroblasts, % GFP-positive cells imaging, 3 d; cells co-treated with 5-aza-dC sensitizer; scaled so ellipticine positive control = 100% | 0.055% of 360,000 active | activation, % at 7.58 µM;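 active means mean normalized replicate activation at least 10% and every replicate at or above 10%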;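 further: 0% = median of on-plate neutral control wells and 100% = ellipticine 6 µM median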
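Assay system – SV40-immortalized XiGFP fibroblast cells, line 68-5-11 · Buffer or medium – DMEM supplemented with 5-aza-dC as sensitizing agent · Dosing – one concentration, pinned · Benchmarks – positive control ellipticine, 6 µM final · Times – 3 days compound exposure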
E-selectin induc: induces E-selectin expression in human endothelial cells | HUVEC E-selectin immunofluorescence imaging; normalized: neutral wells 0, TNF-alpha wells 100 | activation, % at 7.58 µM | P16581 | 0.37% of 260,000 active | AID 686992;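 active means mean E-selectin-positive cell signal at least 10% of the positive control, reached in at least 60% of replicates, without over 20% cell loss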;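 further: in these data hits start at about 27%; measured in HUVEC primary endothelial cells; signal is the percent of cells scored E-selectin positive by PE staining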
Target sequence (P16581 whole entry, looked up): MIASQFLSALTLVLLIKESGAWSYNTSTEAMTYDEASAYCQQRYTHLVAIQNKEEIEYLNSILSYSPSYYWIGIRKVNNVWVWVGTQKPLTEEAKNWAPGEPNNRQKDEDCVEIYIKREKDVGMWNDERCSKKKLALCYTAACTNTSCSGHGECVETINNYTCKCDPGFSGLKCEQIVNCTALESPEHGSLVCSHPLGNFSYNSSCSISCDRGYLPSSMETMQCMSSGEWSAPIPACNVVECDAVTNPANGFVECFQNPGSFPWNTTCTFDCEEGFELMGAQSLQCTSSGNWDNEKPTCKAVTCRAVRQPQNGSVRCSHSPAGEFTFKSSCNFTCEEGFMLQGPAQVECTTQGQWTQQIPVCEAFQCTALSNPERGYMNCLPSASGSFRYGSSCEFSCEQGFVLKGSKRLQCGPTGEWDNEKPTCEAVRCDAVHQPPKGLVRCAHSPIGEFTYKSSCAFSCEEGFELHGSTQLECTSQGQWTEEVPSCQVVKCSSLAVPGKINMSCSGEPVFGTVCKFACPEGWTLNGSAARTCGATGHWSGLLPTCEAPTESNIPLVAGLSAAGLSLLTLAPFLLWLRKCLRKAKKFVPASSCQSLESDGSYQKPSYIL
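Read-out: % PE-positive cells | Test system: HUVEC | Doses: One compound dose added by pin transfer | Buffer or medium: EGM-2 over gelatin coat | Signal: Immunofluorescence imaging | Benchmarks: TNF-alpha, DMSO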
esBAF inh: inhibitors of esBAF chromatin remodeling in mouse ES cells; 2% of 350,000 active; Bmi1-luciferase knock-in reporter, 24 h; 100% = twice the neutral-well signal; reporter increase, % at 12.5 µM; in the data active means activation above about 40%;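 further: 0% = median of the plate's neutral control wells and 100% = double that signal; a rise in the Bmi1 reporter signal indicates esBAF inhibition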
FN deposit inh: fibronectin deposition inhibition | AH1F fibroblasts, Alexa488-fibronectin deposition fluorescence, overnight | inhibition, % at 12.6 µM | 0.086% of 350,000 active;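 active means mean inhibition across replicates of 30% or more, regardless of how many single replicates reach that level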;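 further: positive control wells lacked labelled fibronectin entirely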
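Measured by – fluorescence 485/525 nm · System – AH1F fibroblast monolayer, labelled fibronectin deposition · Amount – 10000 cells per well · Buffer or medium – serum-reduced DMEM (2% serum) · Doses – single dose, pinned · Also added – fluorescent fibronectin at 24 nM final · Schedule – 1 h cell attachment, overnight exposure to compound and label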
RAD52 anneal inh: inhibitors of human RAD52 DNA annealing. recombinant RAD52 DNA annealing, FRET fluorescence. inhibition, % at 18.7 µM. 0.46% of 360,000 active;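 active means every replicate showing at least 50% inhibition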
Target sequence (P43351 whole entry, looked up): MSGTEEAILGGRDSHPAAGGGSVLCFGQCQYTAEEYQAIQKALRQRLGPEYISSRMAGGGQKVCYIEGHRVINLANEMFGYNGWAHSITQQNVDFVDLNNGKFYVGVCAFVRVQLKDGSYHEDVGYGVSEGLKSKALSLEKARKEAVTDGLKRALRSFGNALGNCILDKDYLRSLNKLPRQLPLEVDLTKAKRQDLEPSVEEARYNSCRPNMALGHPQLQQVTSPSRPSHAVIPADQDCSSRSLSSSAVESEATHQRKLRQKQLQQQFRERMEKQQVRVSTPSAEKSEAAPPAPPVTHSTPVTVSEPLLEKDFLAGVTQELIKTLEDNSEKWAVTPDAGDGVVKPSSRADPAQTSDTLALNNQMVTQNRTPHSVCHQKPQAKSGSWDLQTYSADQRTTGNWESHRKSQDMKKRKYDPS
RAD54 inh: inhibitors of human RAD54 branch migration | inhibition, % at 10.4 µM | AID 602329 | 0.14% of 360,000 active | RAD54 Holliday junction branch migration, FAM/BHQ fluorescence;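 active means mean normalized replicate activity at least 40 and at least half of replicates scoring 40 or more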;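 further: 0% = median of neutral control wells and 100% = median of positive control wells; inhibitors cause a drop in the FAM fluorescence signal; in these data hits start at about 50%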
S100A4 inh HTS: inhibitors of human S100A4 binding to myosin IIA peptide; S100A4/TAMRA-MyoIIA peptide fluorescence polarization; inhibition, % at 10.7 µM; 0.14% of 360,000 active; AID 652163;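 active means mean inhibition of at least 70% across replicates, with every replicate also reaching that level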
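Material: S100A4 monomer (human). Medium: Calcium-containing HEPES buffer, pH 7.2. Probe or stimulus: labelled myosin peptide probe, 5 nM. Compound dosing: one concentration per compound. Timing: polarization read 5 min after assay mix addition, stable 5–60 min. Benchmarks: DMSO as neutral control, TFP as positive control.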
EWS-Fli block: inhibitors of EWS/Fli oncoprotein transcriptional activity; AID 651661; A673 NR0B1-luciferase reporter, viability-normalised; inhibition, % at 12.6 µM; 0.67% of 350,000 active;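 active means mean inhibition of at least 50% after viability correction, with every replicate also passing that limit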;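 further: firefly luciferase signal divided by Alamar Blue viability fluorescence both relative to DMSO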
Numbers without * were called inactive; . = not tested or not shown; & = joins results of further samples. Some of the compounds tested (hit frequency here may not be typical).

SMILES | XiGFP reactiv | E-selectin induc | esBAF inh | FN deposit inh | RAD52 anneal inh | RAD54 inh | S100A4 inh HTS | EWS-Fli block
N#CCCn1cc(C(=O)Nc2ccccc2Cl)c(-c2ccc([N+](=O)[O-])cc2)n1 | -0.1 | -1.2 | . | 2 | -11 | 7 | -2 | 14
COc1ccc(OC)c(-n2c(O)c(/C=C3\C(C)=Nc4ccccc43)c(=O)[nH]c2=O)c1 | 0.2 | . | . | 5 | -62 | -4 | -18 | 10
CC(C)(C)n1nnnc1C(c1cccs1)N1CCC2(CC1)C(=O)NCN2c1ccccc1 (stereo not drawn) | 0.1 | 2.0 | 0 | -11 | -12 | -6 | 5 | -1
O=C1NCN(c2ccccc2)C12CCN(C(c1ccccc1OC(F)(F)F)c1nnnn1C1CCCC1)CC2 (stereo not drawn) | 0.1 | -1.7 | 6 | -1 | -9 | -1 | -6 | -3
COc1ccc(C(=O)N2CCC3(CC2)OCCO3)cc1 | 0.2 | . | 0 | 6 | 1 | 1 | -2 | -1
COc1cccc(-c2nn(CCC#N)cc2C(=O)Nc2ccccc2Cl)c1 | 0.0 | . | -2 | 3 | -16 | -9 | 1 | 10
CCOCC1(CCc2ccccc2)C(=O)NC(=S)NC1=O | 0.0 | -0.6 | 2 | -2 | -1 | 7 | -4 | -8
CCOc1cc2c(cc1OCC)-n1cccc1C(c1cc(C)c(OC)cc1C)NC2 (stereo not drawn) | 0.0 | 0.2 | 3 | -3 | -4 | 4 | -1 | 30
O=C(c1n[nH]c(=O)c2ccccc12)N1CCC2(CC1)OCCO2 | 0.0 | . | . | 1 | -8 | . | -4 | -10
Cc1ccc2nc(-c3ccc(CN4CCC(n5c(=O)[nH]c6ccccc65)CC4)cc3)c(-c3ccccc3)nc2c1 | 0.1 | 1.4 | . | . | 33 | . | 5 | 8
CCN1CCN(c2ccc([N+](=O)[O-])cc2C=C2C(=O)NC(=O)NC2=O)CC1 | -0.1 | -1.8 | 4 | -3 | -1 | 3 | -13 | -10
COc1ccc2[nH]c(C)c(CCN3CCC(=O)C(C)C3C)c2c1 (stereo not drawn) | 0.0 | -0.1 | 5 | -6 | -2 | -3 | 0 | -4
CCOP(=O)(Cc1cc(C(C)=O)c(C)o1)OCC | 0.1 | -0.4 | . | 0 | -15 | . | 3 | 13
Cc1ccc2c(c1)C1CN(C)CCC1N2C(=O)Cn1nnc(-c2ccccc2F)n1 (stereo not drawn) | 0.2 | . | 5 | 5 | -5 | 4 | -1 | 12
COC(=O)c1ccccc1N=Cc1c(O)[nH]c(=O)[nH]c1=O | 0.5 | . | 0 | . | -14 | -6 | -3 | -9

Quoted from the listing.
XiGFP reactiv, CCOc1cc2c(cc1OCC)-n1cccc1C(c1cc(C)c(OC)cc1C)NC2 (stereo not drawn) reads 0.0
XiGFP reactiv, Cc1ccc2c(c1)C1CN(C)CCC1N2C(=O)Cn1nnc(-c2ccccc2F)n1 (stereo not drawn) reads 0.2
XiGFP reactiv, COc1ccc(C(=O)N2CCC3(CC2)OCCO3)cc1 reads 0.2

The listing picks up; the 2 compounds before the break are reprinted first.
SMILES | XiGFP reactiv | E-selectin induc | esBAF inh | FN deposit inh | RAD52 anneal inh | RAD54 inh | S100A4 inh HTS | EWS-Fli block
Cc1ccc2c(c1)C1CN(C)CCC1N2C(=O)Cn1nnc(-c2ccccc2F)n1 (stereo not drawn) | 0.2 | . | 5 | 5 | -5 | 4 | -1 | 12
COC(=O)c1ccccc1N=Cc1c(O)[nH]c(=O)[nH]c1=O | 0.5 | . | 0 | . | -14 | -6 | -3 | -9
C[n+]1ccc(-c2cc[n+](C)cc2)cc1 | 0.2&0.2 | -0.1&-0.4 | 1&2 | -10&2 | -7&3 | -2&-5 | 2&0 | 5&-3
O=c1[nH]c(O)c(C=Nc2ccccc2Oc2ccccc2)c(=O)[nH]1 | -0.1 | 0.5 | 5 | 4 | -92 | 1 | 0 | -3
CC=Cc1ccc2n(c1=O)C[C@@H]1[C@@H](CO)[C@H](C(=O)N(C)C)N[C@H]21 (mixture of isomers) | 0.6 | 0.0 | 8 | . | -2 | -5 | -1 | -2
CCN1C(=O)C(=Cc2c(C)n(CC(=O)NCC3CCCO3)c3ccccc23)C(=O)N(CC)C1=S (stereo not drawn) | 0.0 | 0.5 | . | . | -62 | -3 | -70 | 9
CCOC(=O)[C@]12Cc3cc(C)ccc3[C@H]1N(C)C(=O)c1cc(OC)ccc12 | -0.1 | 0.0 | . | 7 | -19 | . | -4 | 21
O=S(=O)(O)C(=Cc1ccccc1)c1ccccc1 (tested in a mixture with another compound) | 0.0 | 1.7 | . | 5 | -13 | . | 4 | -8
O=C(CN1CC(c2ccccc2)CC1=O)Nc1ccccc1 (stereo not drawn) | 0.0 | . | 0 | -8 | -6 | 8 | -18 | -2
O=C(/C=C/c1ccccc1)c1c(O)n(CCc2ccccc2)c(=O)[nH]c1=O | -0.3 | 1.2 | . | 3 | -33 | . | -4 | 11
COC(=O)C1=C(c2ccc(C(C)=O)cc2)C[C@@H]2CC[C@H]1N2C | -0.2 | -0.1 | -2 | 3 | -7 | -5 | -3 | 0
COc1cccc(C(=O)NCCN2CCC3(CC2)C(=O)NCN3c2ccccc2)c1 | 0.1 | 0.8 | . | 13 | -2 | . | -1 | 2
CN1C(=O)C(=Cc2c(OCc3cnc(Cl)s3)ccc3ccccc23)C(=O)N(C)C1=O | -0.1 | . | 50* | 9 | -39 | . | -2 | -29
C/C=C/c1ccc([C@@H]2[C@H](CO)N3CCCCN(C(=O)Cc4ccncc4)C[C@@H]23)cc1 | 0.2 | 0.6 | -5 | . | -8 | 7 | -5 | 2
O=C1NC(=O)N(c2ccc3c(c2)OCO3)C(=O)/C1=C\c1ccc(-c2ccccc2C(=O)O)o1 | -0.1 | -0.1 | . | 1 | -61 | . | -14 | 2
CC(=O)OC1C(=O)OCC23CCC4(C)OC4C2OC2CC(OC(=O)C=CC=CC(=O)OCCC1C)C3(C)C21CO1 (stereo not drawn) | 1.6 | 2.4 | . | 14 | -4 | . | -20 | 50
O=C1NC(=O)N(Cc2ccccc2)C(=O)/C1=C\C=C\c1ccco1 | 0.2 | 0.7 | 0 | 9 | -144 | -7 | -4 | 65*
COC(=O)C1=C(c2ccccc2OCc2ccccc2)C[C@@H]2CC[C@H]1N2C(=O)NCc1ccc(OC)cc1 | -0.2 | 0.0 | -5 | -2 | -13 | -3 | 1 | 6
N#Cc1cccc(-c2ccc([C@@H]3[C@@H](CO)N4CCCCN(C(=O)Cc5cccnc5)C[C@H]34)cc2)c1 | 0.2 | -0.5 | 0 | . | -2 | 12 | . | -6
N#CC1=C(N)Oc2c(c(=O)sc3ccccc23)C1c1ccncc1 (stereo not drawn) | 0.0 | 0.3 | . | -6 | -29 | . | 7 | 8
O=C(O)[C@H]1[C@H](CO)[C@H]2Cn3c(ccc(-c4cccc(F)c4)c3=O)[C@@H]1N2CCc1ccccc1 | 0.1 | -0.4 | 2 | . | 4 | 7 | 8 | -2
CCOC(=O)COc1ccc(/C=C2\C(=O)NC(=S)N(c3ccc(OC)cc3)C2=O)cc1OC | 0.3 | . | 0 | -7 | -43 | -4 | -10 | -2
Oc1cccc2nc3ccccc3nc12 | . | . | 7 | . | 4 | 19 | 0 | 17
OC1/C(=C/c2ccccc2F)N2CCC1CC2 (stereo not drawn) | 0.0 | . | . | -5 | -1 | . | 2 | -5
O=C1NC(=S)NC(=O)C1=Cc1cccc2cc3ccccc3cc12 | 0.0 | -0.2 | 1 | 3 | -33 | 13 | -7 | -15
CC12CCC3c4ccc(OP(=O)(N5CC5)N5CC5)cc4CCC3C1CCC2=O (stereo not drawn) | 0.1 | -0.1 | -2 | -11 | -11 | -8 | -6 | 10
CC(C)c1ccc(N2C(=O)NC(=O)/C(=C/c3cnc(-c4ccccc4)nc3)C2=O)cc1 | 0.2 | 0.6 | . | -3 | -139 | . | 7 | -10
COC(=O)C1=C(c2cc3ccccc3s2)C[C@@H]2CC[C@H]1N2C(=O)N1CCCCC1 | 0.2 | -0.1 | 10 | -4 | -5 | -2 | -1 | -4
Brc1ccc(Oc2ccc(Br)cc2Br)c(Br)c1 | . | . | 32 | . | -11 | -4 | -43 | -54
O=c1[nH]c(=O)n(CCc2ccc(F)cc2)c(O)c1/C=N/N1CCCCC1 | 0.4 | . | . | 0 | -19 | . | -7 | 0
Cc1ccccc1NP(=O)(Oc1ccccc1F)Oc1ccccc1F | 0.0 | 1.5 | . | 2 | . | 0 | . | 5
O=C([O-])c1ccc(-[n+]2c(-c3ccccc3)cc(-c3ccccc3)cc2-c2ccccc2)cc1 | 0.0 | 0.1 | -3 | 2 | 57* | 14 | 6 | 9
COc1ccc(-c2ccc([C@@H]3[C@@H](CO)N4CCCCN(C(=O)Cc5ccncc5)C[C@H]34)cc2)cc1 | -0.1 | -0.5 | -7 | . | 1 | 4 | 0 | 3
c1ccc(CCNCc2cccnc2)cc1 | 0.0 | 0.1 | 5 | 1 | -6 | -10 | 0 | -3
C[C@H](CO)N1C[C@H](C)[C@H](CN(C)C(=O)Oc2cccc3ccccc23)OCc2cnnn2CCCC1=O | -0.1&0.0 | -0.1 | -3&1&3 | 10&-4 | 4&2&-2 | 5&-11 | 0&7&15 | -6&5&2
COC(=O)[C@@H]1C[C@H]1[C@@H](NP(=O)(c1ccccc1)c1ccccc1)c1ccccc1 | 0.2 | -0.3 | 9 | 11 | 5 | 4 | 6 | 23
CCC(Oc1cc(Cl)ccc1Cl)C(=O)N1CCC2(CC1)OCCO2 (stereo not drawn) | 0.4 | -0.7 | -7 | . | 0 | -19 | 3 | .
CSCCC(c1nnnn1C(C)(C)C)N1CCC(n2c(=O)[nH]c3ccccc32)CC1 (stereo not drawn) | 0.2 | -0.2 | -10 | 3 | -4 | 1 | -1 | -3
O=S(=O)(NC1CCCCCCC1)OCC(Cl)(Cl)Cl | 0.0 | 0.1 | 0 | 5 | -5 | 1 | -3 | -2
C#CCN[C@H](C)Cc1ccccc1 | 0.0 | -1.2 | 9 | -6 | 0 | -4 | 3 | 0

Whole records as entered above. Screens in order: XiGFP reactiv, E-selectin induc, esBAF inh, FN deposit inh, RAD52 anneal inh, RAD54 inh, S100A4 inh HTS, EWS-Fli block
Results for `COC(=O)[C@@H]1C[C@H]1[C@@H](NP(=O)(c1ccccc1)c1ccccc1)c1ccccc1` : 0.2, -0.3, 9, 11, 5, 4, 6, 23
Results for `CSCCC(c1nnnn1C(C)(C)C)N1CCC(n2c(=O)[nH]c3ccccc32)CC1` (stereo not drawn) : 0.2, -0.2, -10, 3, -4, 1, -1, -3
Results for `COc1ccc(-c2ccc([C@@H]3[C@@H](CO)N4CCCCN(C(=O)Cc5ccncc5)C[C@H]34)cc2)cc1` : -0.1, -0.5, -7, ., 1, 4, 0, 3
Results for `c1ccc(CCNCc2cccnc2)cc1` : 0.0, 0.1, 5, 1, -6, -10, 0, -3
Results for `CCC(Oc1cc(Cl)ccc1Cl)C(=O)N1CCC2(CC1)OCCO2` (stereo not drawn) : 0.4, -0.7, -7, ., 0, -19, 3, .

High-throughput results: PubChem, Broad Institute
